ROS inducer: inducers of reactive oxygen species in cancer cells; U2OS ROS induction, H2DCF-DA fluorescence; ROS induction (% of piperlongumine), % at 10 µM; actives 2% (n = 46,000); in the data active = ROS induction above about 79%, passing the limit was not always enough; inconclusive = no clear call, values can overlap the other calls;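 note: 0% = DMSO vehicle median and 100% = reference compound median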
* hit, by the source's call; ? = inconclusive. An excerpt (hit frequency here may not be typical).

SMILES	ROS inducer
Cc1ccc([N+](=O)[O-])cc1NC(=O)CN(Cc1ccccc1)S(C)(=O)=O	-3
Cc1cc(C)nc(NC(=NCc2ccc(Cl)cc2)NC(=O)C(C)N2C(=O)c3ccccc3C2=O)n1 (stereo not drawn)	9
COc1ccc(NC(=O)Nc2cccc3c2O[C@@H](CN(C)S(=O)(=O)c2ccc(OC)cc2)[C@@H](C)CN([C@H](C)CO)C3=O)cc1	1
C=CCNC(=O)[C@H]1[C@@H]2C(=O)O[C@@H](c3ccccc3)[C@@H](c3ccccc3)N2[C@@H](c2ccccc2OCCO)[C@]12C(=O)Nc1ccc(C#CCNC(N)=O)cc12	-15
O=C1CC2(CCCC2)C(=O)N1c1ccc(S(=O)(=O)N2CCc3ccccc3C2)cc1Cl	-3
C[C@H]1CN([C@@H](C)CO)C(=O)Cc2cc(NC(=O)C3CCCCC3)ccc2O[C@H]1CN(C)S(=O)(=O)c1ccc(F)cc1	12
COc1cccc(NC(=O)CC2NC3CCCCC3NC2=O)c1 (stereo not drawn)	4
C[C@H]1CN([C@@H](C)CO)C(=O)c2cccc(NC(=O)C3CCOCC3)c2O[C@H]1CN(C)CC1CC1	-10
Cc1ccc2nc(-c3cccc(NC(=O)COc4ccccc4C)c3)oc2c1	5
COc1ccc(S(=O)(=O)Nc2ccc3c(c2)C(=O)N([C@H](C)CO)C[C@H](C)[C@H](CN(C)C(=O)CCCN(C)C)OCCCC[C@@H](C)O3)cc1	2
C[C@H](CO)N1C[C@H](C)[C@@H](CN(C)C(=O)Nc2ccc(F)cc2)Oc2c(NC(=O)Nc3ccc4c(c3)OCO4)cccc2C1=O	-16
Cc1noc(C)c1NC(=O)N(C)C[C@@H]1Oc2ccc(NC(=O)CCN3CCOCC3)cc2CC(=O)N([C@@H](C)CO)C[C@@H]1C	-3
COc1ccc(NC(=O)O[C@H](c2ccc(OCCO)cc2)[C@@H](C)CCO)cc1	-3
C[C@H]1CN([C@@H](C)CO)C(=O)CCCn2nncc2CO[C@H]1CN(C)S(=O)(=O)c1ccc2c(c1)OCCCO2	-6
O=C(CC(c1ccco1)C1CCCCC1=O)c1ccccc1 (stereo not drawn)	-11
CC(C)NC(=O)Nc1cccc2c1O[C@@H](CN(C)C(=O)Nc1cccc3ccccc13)[C@H](C)CN([C@H](C)CO)C2=O	-3
CO[C@H]1C=C[C@@](C)(O)/C=C/C(=O)O[C@H](C)[C@@H](C)CC/C=C\1C	75
COc1ccc(S(=O)(=O)N(C)C[C@H]2Oc3ccc(NS(=O)(=O)c4ccc(Cl)cc4)cc3CC(=O)N([C@@H](C)CO)C[C@@H]2C)cc1	5
CCN1CCN(C(=O)c2ccc3c(c2)N(Cc2ccc(C)cc2)CCS3)CC1	41
C[C@H]1CN([C@@H](C)CO)C(=O)c2cc(NC(=O)CCCCCC(=O)Nc3ccccc3N)ccc2O[C@H]1CN(C)S(=O)(=O)c1cn(C)cn1	-2
C[C@H]1CN([C@@H](C)CO)C(=O)c2cccc(NC(=O)Nc3cccc4ccccc34)c2O[C@@H]1CN(C)S(=O)(=O)c1ccc(F)cc1	151*
Cc1ccc(S(=O)(=O)N(C)C[C@@H]2Oc3ccc(NC(=O)Cc4cn(C)c5ccccc45)cc3C(=O)N([C@@H](C)CO)C[C@@H]2C)cc1	-6
COc1ccc(C(CC(=O)c2ccccc2)CC(=O)c2ccccc2)cc1	9
COc1ccc(/C=C/C=N/n2c(SC)nnc2-c2ccccc2)cc1	3
COc1ccc(-c2csc3ncn(CC(=O)Nc4sc5c(c4C#N)CCC5)c(=O)c23)cc1OC	25
Cc1noc(C)c1NC(=O)N(C)C[C@@H]1Oc2ccc(NC(=O)CCCCCC(=O)Nc3ccccc3N)cc2CC(=O)N([C@H](C)CO)C[C@@H]1C	-12
C[C@@H]1CN([C@@H](C)CO)C(=O)c2cc(NC(=O)CCCCCC(=O)Nc3ccccc3N)ccc2O[C@@H]1CN(C)C	5
C[C@H]1CN([C@@H](C)CO)C(=O)Cc2cc(NC(=O)CCN3CCOCC3)ccc2O[C@@H]1CN(C)C(=O)Nc1ccc2c(c1)OCO2	10
C[C@H]1CN([C@@H](C)CO)C(=O)c2cccc(NC(=O)Nc3ccccc3)c2O[C@@H]1CN(C)S(=O)(=O)c1ccccc1	19
C[C@@H]1CN([C@H](C)CO)C(=O)CCCn2nncc2CO[C@H]1CN(C)Cc1ccccc1	-15
C[C@H]1CN([C@@H](C)CO)C(=O)c2cc(NS(C)(=O)=O)ccc2O[C@H]1CN(C)S(=O)(=O)c1ccc(Cl)cc1	9
Cc1ccc(S(=O)(=O)Nc2cccc3c2O[C@H](CN(C)S(=O)(=O)c2ccccc2)[C@H](C)CN([C@H](C)CO)C3=O)cc1	-6
O=C(N/N=C/c1ccccc1C(=O)O)c1ccccc1O	-1
C[C@@H]1CN([C@@H](C)CO)C(=O)c2cc(NC(=O)c3ccncc3)ccc2O[C@H]1CN(C)Cc1ccc(C(F)(F)F)cc1	6
C[C@H]1CN([C@@H](C)CO)C(=O)c2cccc(NC(=O)Nc3ccc(F)cc3)c2O[C@@H]1CN(C)Cc1ccc2c(c1)OCO2	16
CNC[C@H]1Oc2ccc(NC(=O)C3CC3)cc2C(=O)N([C@H](C)CO)C[C@H]1C	-4

Rewritten comma-delimited: part of the list above.
smiles,ROS inducer
Cc1ccc([N+](=O)[O-])cc1NC(=O)CN(Cc1ccccc1)S(C)(=O)=O,-3
Cc1cc(C)nc(NC(=NCc2ccc(Cl)cc2)NC(=O)C(C)N2C(=O)c3ccccc3C2=O)n1 (stereo not drawn),9
COc1ccc(NC(=O)Nc2cccc3c2O[C@@H](CN(C)S(=O)(=O)c2ccc(OC)cc2)[C@@H](C)CN([C@H](C)CO)C3=O)cc1,1
C=CCNC(=O)[C@H]1[C@@H]2C(=O)O[C@@H](c3ccccc3)[C@@H](c3ccccc3)N2[C@@H](c2ccccc2OCCO)[C@]12C(=O)Nc1ccc(C#CCNC(N)=O)cc12,-15
O=C1CC2(CCCC2)C(=O)N1c1ccc(S(=O)(=O)N2CCc3ccccc3C2)cc1Cl,-3
C[C@H]1CN([C@@H](C)CO)C(=O)Cc2cc(NC(=O)C3CCCCC3)ccc2O[C@H]1CN(C)S(=O)(=O)c1ccc(F)cc1,12
COc1cccc(NC(=O)CC2NC3CCCCC3NC2=O)c1 (stereo not drawn),4
C[C@H]1CN([C@@H](C)CO)C(=O)c2cccc(NC(=O)C3CCOCC3)c2O[C@H]1CN(C)CC1CC1,-10
Cc1ccc2nc(-c3cccc(NC(=O)COc4ccccc4C)c3)oc2c1,5
COc1ccc(S(=O)(=O)Nc2ccc3c(c2)C(=O)N([C@H](C)CO)C[C@H](C)[C@H](CN(C)C(=O)CCCN(C)C)OCCCC[C@@H](C)O3)cc1,2
C[C@H](CO)N1C[C@H](C)[C@@H](CN(C)C(=O)Nc2ccc(F)cc2)Oc2c(NC(=O)Nc3ccc4c(c3)OCO4)cccc2C1=O,-16
Cc1noc(C)c1NC(=O)N(C)C[C@@H]1Oc2ccc(NC(=O)CCN3CCOCC3)cc2CC(=O)N([C@@H](C)CO)C[C@@H]1C,-3
COc1ccc(NC(=O)O[C@H](c2ccc(OCCO)cc2)[C@@H](C)CCO)cc1,-3

More entries.
SMILES	ROS inducer
C[C@@H]1CCCCO[C@H](CN(C)C(=O)CCCN(C)C)[C@@H](C)CN([C@H](C)CO)C(=O)c2cc(NS(=O)(=O)c3cn(C)cn3)ccc2O1	-7
COC(=O)c1ccccc1NC(=O)Cn1cnc2sc(C)c(C)c2c1=O	3
COc1cc(Cl)c(C)cc1NC(=O)C(CC(C)C)N1C(=O)c2ccccc2C1=O (stereo not drawn)	7
CSc1sc(C(=O)NN)c2c1C1(CCC2)SCCS1	5
Cc1ccc(S(=O)(=O)N(C)C[C@H]2Oc3c(NS(=O)(=O)c4ccccc4)cccc3C(=O)N([C@H](C)CO)C[C@@H]2C)cc1	1
C[C@H](CO)N1C[C@H](C)[C@@H](CN(C)C(=O)Nc2ccc(C(F)(F)F)cc2)Oc2c(NC(=O)CCCCCC(=O)Nc3ccccc3N)cccc2C1=O	7
CCc1ccc(NC(=O)Cn2c(C(=O)OC)cc3oc4ccccc4c32)cc1	-16
C[C@@H]1CN([C@H](C)CO)C(=O)c2cc(NC(=O)CCN3CCOCC3)ccc2O[C@H]1CN(C)S(=O)(=O)c1ccccc1	-9
Cc1noc(C)c1NC(=O)Nc1cccc2c1O[C@@H](CN(C)C(=O)Nc1c(C)noc1C)[C@H](C)CN([C@@H](C)CO)C2=O	-11
N#Cc1cc2c(nc1SCC(=O)N1CCCCC1)CCCC2	0
CCOc1ccc2nc(SCc3c(F)c(F)c(F)c(F)c3F)[nH]c2c1	42
C[C@@H]1CCCCO[C@H](CN(C)C(=O)CCCN(C)C)[C@@H](C)CN([C@H](C)CO)C(=O)c2cc(NC(=O)c3ccccc3)ccc2O1	-2
O=C(NO)c1cccc(C(=O)N/N=C/c2ccccc2[N+](=O)[O-])c1	-4
O=C1O[C@H](c2ccccc2)[C@H](c2ccccc2)N2[C@H]1[C@@H](C(=O)NC[C@H](O)c1ccccc1)[C@]1(C(=O)Nc3ccc(C#CC4=CCCCC4)cc31)[C@H]2c1ccccc1OCCO	65
CC1CN(C(=O)CCC(=O)NCc2ccco2)c2ccccc2O1 (stereo not drawn)	-11
CNC[C@H]1OCCCC[C@@H](C)Oc2ccc(NS(=O)(=O)c3ccc(C)cc3)cc2C(=O)N([C@H](C)CO)C[C@@H]1C	-12
Cc1ccc(-n2c(C)cc(C=C3C(=O)c4ccccc4C3=O)c2C)cc1	16
C[C@@H]1CN([C@H](C)CO)C(=O)c2cc(NC(=O)Nc3ccc(F)cc3)ccc2O[C@@H]1CN(C)Cc1ccc(-c2ccccc2)cc1	5
COc1ccc(S(=O)(=O)N(C)C[C@H]2OCc3cn(nn3)CCCC(=O)N([C@@H](C)CO)C[C@@H]2C)cc1	5
Cc1ccc(-n2c(Cn3ncc4ccccc4c3=O)n[nH]c2=S)c(Br)c1	-12
Cc1ccc(S(=O)(=O)Nc2ccc3c(c2)CC(=O)N([C@@H](C)CO)C[C@@H](C)[C@@H](CN(C)Cc2ccccc2)O3)cc1	9
C[C@H]1CN([C@@H](C)CO)C(=O)Cc2cc(NC(=O)CCC(F)(F)F)ccc2O[C@@H]1CN(C)Cc1ccc(Oc2ccccc2)cc1	29
C[C@@H]1CN([C@H](C)CO)C(=O)Cc2cc(NS(C)(=O)=O)ccc2O[C@@H]1CN(C)S(=O)(=O)c1cccs1	-4
COc1ccc(S(=O)(=O)N(C)CC(=O)Nc2cccc(C)c2C)cc1Cl	-6
CC(C)NC(=O)Cn1cc2c(n1)CCCC2	7
COc1ccc(S(=O)(=O)Nc2cccc3c2O[C@@H](CN(C)S(=O)(=O)c2c(C)noc2C)[C@@H](C)CN([C@H](C)CO)C3=O)cc1	-11
Clc1ccc(Cn2c(CN3CCCC3)nc3ccccc32)cc1	-4
Cc1cc(=O)[nH]c(SCCOc2ccc(F)cc2)n1	36
C[C@H](CO)N1C[C@H](C)[C@H](CN(C)CC2CC2)Oc2c(NS(C)(=O)=O)cccc2C1=O	-2
C[C@H](CO)N1C[C@H](C)[C@H](CN(C)Cc2ccc3c(c2)OCO3)Oc2ccc(NS(=O)(=O)c3ccc(F)cc3)cc2CC1=O	11
Cc1ccc(Nc2nc(-c3ccc(S(=O)(=O)N4CCCC4)cc3)cs2)cc1	6
C[C@H]1CN([C@@H](C)CO)C(=O)Cc2cc(NC(=O)NC3CCCCC3)ccc2O[C@@H]1CN(C)Cc1ccc(Oc2ccccc2)cc1	30
C[C@H]1CN([C@@H](C)CO)C(=O)c2cccc(N(C)C)c2O[C@@H]1CN(C)C(=O)Nc1ccc(F)cc1	0
Cc1ccc2ccc(C(Nc3ccccn3)c3cccc([N+](=O)[O-])c3)c(O)c2n1 (stereo not drawn)	7
OC1(c2ccc(Cl)cc2)CCN(Cc2c[nH]c3ccccc23)CC1	-8
COC(=O)c1cc(OC)c(OC)cc1NC(=O)C(C)Oc1ccc(Br)cc1 (stereo not drawn)	15
CCOC(=O)N(C)C[C@H]1OCc2cnnn2CCCC(=O)N([C@@H](C)CO)C[C@H]1C	-2
C[C@@H]1CN([C@@H](C)CO)C(=O)Cc2cc(NC(=O)CCN3CCOCC3)ccc2O[C@@H]1CN(C)S(=O)(=O)c1ccc(Cl)cc1	2
Cc1ccc(S(=O)(=O)Nc2ccc3c(c2)CC(=O)N([C@H](C)CO)C[C@H](C)[C@H](CN(C)S(=O)(=O)c2c(C)noc2C)O3)cc1	?
C[C@H](CO)N1C[C@H](C)[C@H](CN(C)C)Oc2ccc(NC(=O)c3ccncc3)cc2CC1=O	4
CC(C)NC(=O)Nc1ccc2c(c1)CC(=O)N([C@@H](C)CO)C[C@H](C)[C@@H](CN(C)S(=O)(=O)c1ccc(F)cc1)O2	26
CCCCN(C)C(=O)c1c[nH]c2ccc(S(=O)(=O)Nc3cccc(OC)c3)cc2c1=O	-11
C[C@H]1CN([C@@H](C)CO)C(=O)CCCn2cc(nn2)CO[C@@H]1CN(C)C(=O)c1ccccc1	-18
Cc1ccc(S(=O)(=O)Nc2ccc3c(c2)C(=O)N([C@H](C)CO)C[C@H](C)[C@@H](CN(C)C(=O)NC(C)C)O3)cc1	-2
C[C@@H]1CN([C@H](C)CO)C(=O)c2cc(NS(C)(=O)=O)ccc2O[C@H]1CN(C)Cc1ccc(-c2ccccc2)cc1	14
C[C@H](CO)N1C[C@H](C)[C@@H](CN(C)CC2CCCCC2)Oc2c(NS(=O)(=O)c3cccs3)cccc2C1=O	0
CC(NC(=O)C1CCN(C(=O)c2cc3sccc3n2Cc2ccc(F)cc2)CC1)c1ccccc1 (stereo not drawn)	4
Cn1c(SCc2nc3ccccc3s2)nnc1-c1cccnc1	-8
Cc1noc(C)c1S(=O)(=O)N(C)C[C@@H]1Oc2ccc(NC(=O)C3CCCCC3)cc2CC(=O)N([C@H](C)CO)C[C@@H]1C	-2
O=C(CCn1cnc2ccccc2c1=O)Nc1ccccc1F	-11
CCOC(=O)Cc1nn(Cc2nc(-c3ccccc3)cs2)c(=O)c2ccccc12	-1
NC(=O)C1CCN(C(=O)Nc2cc3ccccc3s2)CC1	-10
CC(C)Sc1ccc2nnc(-c3ccccn3)n2n1	20
On1onc2c3cc(-c4ccccc4)nc3ccc21	-9
C=CCNC(=O)[C@@H]1[C@H]2C(=O)O[C@H](c3ccccc3)[C@H](c3ccccc3)N2[C@H](c2ccccc2OCCO)[C@@]12C(=O)Nc1ccc(C#CC3=CCCCC3)cc12	-7

Bioassay records deposited in PubChem BioAssay by Broad Institute.
